Screens: PubChem BioAssay, The Scripps Research Institute Molecular Screening Center
CHO-K1 Ca antag – nonselective inhibitor or artifact in parental CHO-K1 cells; ATP-induced calcium, Fluo-8 fluorescence; inhibition, % at 3 µM; 360,000 tested, 0.6% active;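 active = inhibition above a per-plate cutoff, the plate's mean sample inhibition plus 3 SD, cut at about 24% in these data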;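 note: 0% = DMSO plus EC80 ATP and 100% = DMSO alone without ATP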
TAAR1 ag – human TAAR1 agonists, primary screen, Fluo-8 calcium fluorescence, CHO RD-HGA16 cells. Trace amine-associated receptor 1 (Homo sapiens), Q96RJ0. vehicle wells 0%, saturating PEA agonist 100%. activation, % at 3 µM. 360,000 tested, 0.99% active. AID 624467, 2012;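 active = activation above the mean activation of all test compounds in the run plus 3 SD, cut at about 38% in these data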
Target sequence (Q96RJ0 whole entry, looked up): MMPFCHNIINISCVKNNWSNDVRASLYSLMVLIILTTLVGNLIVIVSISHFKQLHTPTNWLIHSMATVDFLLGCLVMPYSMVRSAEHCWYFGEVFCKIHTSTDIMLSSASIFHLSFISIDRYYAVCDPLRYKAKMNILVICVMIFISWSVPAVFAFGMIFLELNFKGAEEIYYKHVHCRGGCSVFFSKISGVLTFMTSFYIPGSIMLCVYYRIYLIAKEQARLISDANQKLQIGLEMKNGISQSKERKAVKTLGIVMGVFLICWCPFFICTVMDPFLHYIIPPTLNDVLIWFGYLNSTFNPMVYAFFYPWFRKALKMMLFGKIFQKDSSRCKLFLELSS
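test system = CHO RD-HGA16 cells carrying human TAAR1 plus Gα16 | schedule = 17-24 h seeding, 75 min 37 °C dye, 30 min RT | compound dosing = 3 µM single concentration | control set = DMSO and PEA EC100 | replicates = n 1 | signal = Fluo-8 fluorescence, 5 s baseline then 140 s kinetic read | measure = percent activation vs PEA EC100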
CHO-K1 Ca PAM – nonselective calcium activators in parental CHO-K1 cells, primary screen, counter-screen for M1 PAM project, cell-based, Fluo-8 calcium fluorescence, full deck, 1536-well | ATP EC20; 0% at ATP EC20, 100% at ATP max | activation, % at 3 µM | 360,000 tested, 0.02% active | AID 602247, 2012;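 active = activation above the run cutoff, the mean activation of all test compounds plus 3 SD, cut at about 40% in these data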;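 note: peak over basal fluorescence ratio in a 140 s read after ATP addition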
TAAR1 antag – human TAAR1 antagonists, primary screen, Fluo-8 calcium fluorescence, CHO RD-HGA16 cells. Trace amine-associated receptor 1 (Homo sapiens), Q96RJ0. antagonist. inhibition, % at 3 µM. 360,000 tested, 1.5% active;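 active = inhibition above a per-plate cutoff, the mean inhibition of test compounds on that plate plus 3 SD, cut at about 49% in these data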;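 note: 0% = DMSO plus EC80 beta-PEA response and 100% = DMSO alone without agonist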
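Test system: RD-HGA16 CHO cells with stable hTAAR1 and Gα16 / Probe or stimulus: EC80 β-phenethylamine stimulus / Times: seeding 17-24 h prior, 75-min 37 °C, 30-min RT dye loading / Detection: Fluo-8 calcium-sensitive fluorescence / Read-out basis: % inhibition scaled between DMSO and EC80 PEA controls / Repeats: singlicate, one well per test compound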
OXTR potentiate – human OXTR potentiators, primary screen, fluorescence, CHO-OTR cells, Fluo-8 calcium | AID 2445, 2010 | 320,000 tested, 0.061% active | Oxytocin receptor (Homo sapiens), P30559 | activation, % at 3 µM | Fluo-8 calcium fluorescence, potentiator mode; 0% = oxytocin EC15, 100% = EC100;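 active = activation above that plate's cutoff, the mean activation of tested compounds plus 3 SD, cut at about 6.6% in these data, passing the limit was not always enough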;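 note: 100% uses oxytocin at 75 nM as the full agonist control; some results filed as inactive read as strong as hits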
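System: human OTR in CHO cells / Also added: sub-maximal oxytocin, roughly EC15 / Control set: EC15 oxytocin low, 75 nM oxytocin high / Schedule: 6 min compound pre-incubation at room temperature, 100 s kinetic read / Compound: single-point 3.0 µM / Replication: singlicate / Technique: Fluo-8 calcium dye fluorescence / Read-out basis: % activation of max/min ratio relative to oxytocin controls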
CHRM1 agonist – human M1 muscarinic receptor agonists, primary screen, Fluo-8 calcium fluorescence, CHO-K1 cells, HTS | 360,000 tested, 0.33% active | Muscarinic acetylcholine receptor M1 (Homo sapiens), P11229 | activation, % at 3 µM | CHO-K1 hM1, agonist mode; 0% DMSO, 100% acetylcholine EC100 | AID 588814, 2011;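 active = activation above the run's mean compound activation plus 3 SD, cut at about 16% in these data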;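 note: peak over basal fluorescence ratio within a 140 s kinetic read after compound addition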
Target sequence (P11229 whole entry, looked up): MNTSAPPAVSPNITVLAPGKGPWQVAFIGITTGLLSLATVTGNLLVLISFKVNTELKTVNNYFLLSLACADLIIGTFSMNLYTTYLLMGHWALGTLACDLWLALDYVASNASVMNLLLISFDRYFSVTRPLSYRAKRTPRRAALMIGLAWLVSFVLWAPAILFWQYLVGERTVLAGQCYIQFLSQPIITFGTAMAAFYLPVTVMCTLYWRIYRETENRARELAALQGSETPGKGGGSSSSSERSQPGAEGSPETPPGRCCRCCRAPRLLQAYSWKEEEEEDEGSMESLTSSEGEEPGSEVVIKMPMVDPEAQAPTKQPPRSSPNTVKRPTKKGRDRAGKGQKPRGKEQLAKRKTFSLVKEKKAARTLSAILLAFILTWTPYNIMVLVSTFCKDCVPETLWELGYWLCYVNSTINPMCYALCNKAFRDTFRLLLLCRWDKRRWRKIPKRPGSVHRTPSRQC
CHO-K1 Ca ag – counter-screen for M1 agonists: effect in parental CHO-K1 cells; Fluo-8 calcium fluorescence; scaled to maximal ATP response, vehicle zero; activation, % at 3 µM; 360,000 tested, 0.48% active; AID 602248, 2012; in the data active = activation above about 15%;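 note: untransfected CHO-K1 host cells lacking M1 receptor as counterscreen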
M1 antag – human M1 muscarinic receptor antagonists, primary screen, CHO-K1 cells, Fluo-8 calcium fluorescence, 1536-well; CHO-K1 hM1, ACh EC80 antagonist; Muscarinic acetylcholine receptor M1 (Homo sapiens), P11229; 360,000 tested, 1.3% active; inhibition, % at 3 µM;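 active = percent inhibition above its own plate's cutoff, namely the mean of that plate's compound wells plus 3 SD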;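 note: peak over basal fluorescence ratio during 140 s after agonist addition; 0% = ACh EC80 plus DMSO and 100% = DMSO alone without agonist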
CHO parental Ca – ATP-evoked calcium signal inhibitors, parental CHO, primary screen, counter-screen for OX1R antagonist project, cell-based, fluorescence, Fluo-8 calcium dye. parental CHO-K1, ATP-induced calcium, Fluo-8 fluorescence. inhibition, % at 5.6 µM. 330,000 tested, 0.63% active;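 active = inhibition above that plate's mean sample inhibition plus 3 SD, cut at about 26% in these data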;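 note: 0% = ATP-challenged DMSO wells and 100% = DMSO wells without ATP; some compounds past the cut are filed as inactive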
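test system = CHO parental line | reagent = ATP stimulus | measured by = intracellular calcium via Fluo-8 no-wash fluorescent dye | control set = ATP and no-ATP DMSO wells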
* = called active by the depositor; . = no result given. Only part of the results is shown; rates above refer to the full screens.

The first two compounds (preview)
SMILES	CHO-K1 Ca antag	TAAR1 ag	CHO-K1 Ca PAM	TAAR1 antag	OXTR potentiate	CHRM1 agonist	CHO-K1 Ca ag	M1 antag	CHO parental Ca
O=C1/C(=C\c2ccc([N+](=O)[O-])cc2)N2CCC1CC2	3	8	-4	10	-3	-6	1.6	-4	3
CCC1(C(=O)c2ccc(C)cc2)C2c3ccccc3OC(=O)C21C(=O)O (stereo not drawn)	-20	0	14	5	5	-2	0.5	-12	-2

The whole of this part, repeating the preview:
SMILES	CHO-K1 Ca antag	TAAR1 ag	CHO-K1 Ca PAM	TAAR1 antag	OXTR potentiate	CHRM1 agonist	CHO-K1 Ca ag	M1 antag	CHO parental Ca
O=C1/C(=C\c2ccc([N+](=O)[O-])cc2)N2CCC1CC2	3	8	-4	10	-3	-6	1.6	-4	3
CCC1(C(=O)c2ccc(C)cc2)C2c3ccccc3OC(=O)C21C(=O)O (stereo not drawn)	-20	0	14	5	5	-2	0.5	-12	-2
CC(c1ccccc1)(c1ccccc1)c1ccncc1	-17	28	10	-5	-2	-6	1.4	0	-15
CCC12CN3CCN(CC(C3)C1O)C2 (stereo not drawn)	-4	8	13	-19	1	-3	0.5	-6	4
CN(C)CC#CCn1c2ccccc2c2ccccc21	-8	4	18	-32	-9	-5	1.7	15	-1
O=C1N(c2ccccc2)C(c2cccnc2)N2CCCN12 (stereo not drawn)	-13	0	17	-2	-10	-5	1.6	-10	-7
CCOc1ccc(NC(=O)c2c(O)[nH]c(=O)[nH]c2=O)cc1	-12	0	14	-3	-1	-2	0.6	0	-1
O=C1CC(c2cccnc2)=NN1c1ccccc1	-5	2	26	4	3	-2	0.9	-12	-18
Cc1ccc(-n2c(O)c(C=NC3CCCCC3N)c(=O)[nH]c2=O)cc1C (stereo not drawn)	-9	-3	16	-10	-19	-6	0.1	-8	-16
O=C1NCN(c2ccccc2)C12CCN(C(c1ccnc3ccccc13)c1nnnn1C1CCCCC1)CC2 (stereo not drawn)	-10	0	4	3	.	-5	0.7	-11	.
Cc1ccc(OCC(=O)N2CCCC(N3CCN(c4ccc(F)cc4)CC3)C2)cc1 (stereo not drawn)	-16	-2	6	-7	-4	-2	1.2	15	-28
O=C1C2CCN(CC2)C1(CO)CO	-10	3	13	-15	.	0	0.1	-17	.
CCC1=Nc2cc(C(=O)N3CCC4(CC3)OCCO4)ccc2Sc2ccc(Br)cc21	13	2	-14	7	-16	-4	1.3	3	-40
COc1ccc(-c2nc3ccc(C(=O)N4CCC5(CC4)OCCO5)cc3nc2-c2ccc(OC)cc2)cc1	-9	4	11	29	-8	1	4.2	2	-1
CCCCN1C(=O)NC(=O)C2(Cc3c(nc4c(C)cccn4c3=O)N3CCc4ccccc4C32)C1=O (stereo not drawn)	3	57*	7	38	-24	3	0.4	-14	-29
CN1CCc2nc(SCc3ccccc3Br)c(C#N)cc2C1	-18	4	14	-3	-4	-5	-1.0	10	-17
CNC(=O)c1cccn(Cc2cc(C(F)(F)F)cc(C(F)(F)F)c2)c1=O	8	9	-3	19	-10	8	13	24	-8
CC(C)COC(=O)c1ccccc1C(=O)OCC(C)C	-1	9	10	-27	-6	-2	-0.4	-17	-14
O=c1[nH]c(=S)[nH]c(O)c1N=Nc1ccc2c(c1)OCCO2	15	-2	14	-11	0	-3	-0.3	-15	-3
OC(c1ccc(F)cc1)C(c1ccccc1)N1CCOCC1 (stereo not drawn)	-6	7	1	18	-4	-1	0.3	-22	-10
CC1CCCC(NC(=O)COC(=O)Cc2ccccc2)C1C (stereo not drawn)	16	1	0	-1	7	-2	-0.2	8	-5
CCN(CC)C(=O)c1ccc(NC(=O)CN2CCc3cc(OC)c(OC)cc3C2)cc1	-8	-2	-12	-5	-2	-6	3.0	-5	-15
NC(=Nc1ccccc1)NN=Cc1c[nH]c2ccccc12	-6	19	12	17	.	0	5.3	-4	.
COc1ccc(-c2n(-c3ccccn3)c3ccccc3[n+]2-c2ccccn2)cc1	-13	2	16	-30	.	-6	0.1	10	.
COc1cccc(-n2c(O)c(C=Nc3c(C)n(C)n(-c4ccccc4)c3=O)c(=O)[nH]c2=O)c1	-5	2	17	-5	4	-12	0.5	-12	-7
O=C(c1cc(F)ccc1F)C1CCCN(Cc2ccc3nonc3c2)C1 (stereo not drawn)	-4	6	-9	5	-2	-6	0.3	1	-11
CCCCn1c(=O)c(C(=O)NCc2ccco2)c(O)c2ccccc21	11	0	-2	-10	0	-3	-0.3	-4	-12
O=C(Cc1ccccc1)OC(COCc1ccccc1)CN1CCOCC1 (stereo not drawn)	6	3	-3	6	-7	-4	-0.2	-15	-11
O=C(NCc1cccnc1)Nc1ccccc1Cl	-6	3	4	-7	-5	-1	1.6	-15	-1
Cc1cc(C)c(C(=O)N2CCC3(CC2)OCCO3)c(C)c1	-11	-1	22	1	-7	-3	1.0	-20	-15
CCN1C(=O)C(=Cc2cc(C)n(C3CC3)c2C)C(=O)N(CC)C1=S	-3	6	15	-12	0	-8	0.6	-9	-10
COc1ccc2c(c1)[C@@]13CCC=C[C@H]1[C@@H](C2)NCC3	-5	3	1	18	-1	-4	0.5	-14	-12
COC(=O)C(O)(c1ccc2c(c1)CCCN2)C(F)(F)F (stereo not drawn)	-2	-1	8	-39	0	-12	0.8	13	3
C=CCNC(=O)c1c(N)n(CCN2CCOCC2)c2nc3ccccc3nc12	-13	2	13	3	-2	-4	2.5	-10	-14
CC(=O)N1CC(=O)Nc2ccc(C)cc2C1c1ccccc1 (stereo not drawn)	-15	5	5	-8	-9	-5	1.3	-15	-1
O=C(CN1CC(c2ccccc2)CC1=O)Nc1ccc(F)cc1 (stereo not drawn)	13	1	4	26	1	0	0.3	-17	2
CCOC(=O)c1cccc(C2=C(CNC(=O)c3ocnc3C)[C@H]3CC[C@@H](C2)N3Cc2ccccc2)c1	-11	0	11	4	.	-10	-0.2	-12	.
Cc1cccc(-n2c(C)nc3ccc(Cl)cc3c2=O)c1	-1	7	16	-18	0	-5	-0.2	-9	-7
CCOC(=O)c1c(C)n(C(C)C)c2ccc(OC)cc12	-6	4	10	-31	-1	-4	-0.4	-1	-13
CCOC(=O)CNC(=O)N1Cc2cc(N3CCOCC3)ccc2-n2nncc2C1	8	0	7	-4	.	-3	0.6	7	.
COC(=O)C1=C(c2ccc(F)cc2OCc2ccccc2)C[C@@H]2CC[C@H]1N2C(=O)N1CCC(O)CC1	-9	.	-10	.	-2	-8	0.0	1	-20
CN1CCN(C(=O)COc2ccc(S(=O)(=O)N(C)Cc3ccccc3)cc2)CC1	-6	2	10	1	-4	-4	1.9	-19	7
CNC(=O)Oc1ccccc1C1CCCCC1	-15	0	11	-26	.	-5	-0.2	-19	.
CCOP(=O)(OCC)C(NC(C)=O)C(Cl)(Cl)Cl (stereo not drawn)	-1	12	10	4	-1	-2	0.3	-4	1
c1ccc2sc(C3CCCNC3)nc2c1 (stereo not drawn)	15	31	-5	1	0	-6	0.7	26	-2
N#Cc1ccccc1Cn1cc(C(=O)c2ccco2)c2ccccc21	-6	16	16	9	-5	0	-0.5	-4	-15
Cc1ccc(N(C)C(=O)Oc2cccc3cccnc23)cc1	1	5	9	-16	1	-2	-0.1	1	-14
Clc1cccc(Cl)c1CN1CCN(c2ccccc2)CC1	-22	14	21	-22	7	-7	0.0	-13	-8
CSc1nc2ccccc2c(=O)n1-c1cccnc1	-3	0	15	-26	2	-5	1.0	-1	-2
CN1C(=O)CC(c2ccccc2)Nc2ccccc21 (stereo not drawn)	-7	3	20	5	0	-5	1.0	15	-11

The results go on.
SMILES	CHO-K1 Ca antag	TAAR1 ag	CHO-K1 Ca PAM	TAAR1 antag	OXTR potentiate	CHRM1 agonist	CHO-K1 Ca ag	M1 antag	CHO parental Ca
O=c1c2ccccc2nc(-c2ccccc2)n1-c1ccccc1O	0	0	6	2	-10	-5	0.4	-4	-7
O=P(Nc1cccnc1)(Oc1ccccc1Cl)Oc1ccccc1Cl	3	10	11	70*	-12	-9	6.4	22	-12
CC1([N+](=O)[O-])COP(=O)(Nc2ccc(Cl)cc2)OC1 (stereo not drawn)	-13	5	18	-10	.	5	6.5	-6	.
CC1([N+](=O)[O-])COP(=O)(Nc2cccc(Cl)c2)OC1 (stereo not drawn)	-9	4	7	-9	.	2	3.9	-3	.
O=c1[nH]c(=O)n(-c2ccccc2Cl)c(O)c1C=NCCN1CCCCC1	-5	2	12	3	-4	-6	0.3	10	-15
